Screening results: PubChem, several laboratories
SARS 3CLpro inh = SARS-CoV 3CLpro protease inhibition; P0C6X7; recombinant SARS-CoV 3CLpro, quenched FRET peptide cleavage; inhibition, % at 6 µM; hit rate 0.14% among 290,000; in the data active = inhibition above about 12%
Rv3671c inh = inhibits the M. tuberculosis serine protease Rv3671c; P9WHR9; inhibition, % at 5.96 µM; hit rate 0.048% among 320,000; in the data active = inhibition above about 38%;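 also: extracellular domain of Rv3671c used as enzyme; 0% = enzyme with DMSO and 100% = no enzyme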
DUSP3 inh = blocks human VHR1 dual specificity phosphatase. inhibition, % at 13.3 µM. recombinant VHR phosphatase, pNPP absorbance. hit rate 0.52% among 290,000. P51452; in the data active = inhibition above about 50%; also: some compounds called inactive have numbers as strong as hits
Starred values were filed as active, the others as inactive; . = no result given. The list is partial, so the mix of outcomes need not match the whole.

SMILES	SARS 3CLpro inh	Rv3671c inh	DUSP3 inh
O=C(c1cc(-c2ccc(Cl)c(Cl)c2)on1)N1CCCC1	-4	.	19
COCCN(Cc1cc2cc3c(cc2[nH]c1=O)OCO3)C(=O)c1cccs1	-2	.	20
Cc1cc(C)n2c(Nc3ccc4c(c3)OCCO4)c(-c3ccco3)nc2n1	2	.	19
CCOC(=O)C1CCN(c2nc3ccccc3nc2C(C#N)C(=O)NCCc2ccccc2)CC1 (centres undefined)	4	.	16
O=C(CCCSc1nnnn1-c1ccccc1)c1ccc(F)cc1	2	.	16
CCOCCOC(=O)COc1ccc(N2C(=O)c3ccccc3C2=O)cc1	-4	.	28
Cc1ccccc1-c1nnc(NC(=O)c2cc3ccccc3oc2=O)s1	1	.	0
COc1cc(-c2nnc(CSc3nc4ccccc4s3)o2)cc(OC)c1OC	-8	.	-5
N#C/C(=C\c1sc(N2CCOCC2)nc1-c1ccccc1)C(=O)Nc1cccc2ccccc12	5	.	5
COc1ccc(CCn2c(=O)[nH]c3cc(C(=O)NCCc4ccccc4)ccc3c2=O)cc1OC	2	.	30
COc1c(N2CCN(C(=S)Nc3ccccc3)C(C)C2)c(F)cc2c(=O)c(C(=O)O)cn(C3CC3)c12 (centres undefined)	-2	.	32
COC(=O)C1=C(C)N=c2s/c(=C3\C(=O)Nc4ccccc43)c(=O)n2C1c1ccccc1 (centres undefined)	-3	.	18
CCOc1cc(/C=C(\C#N)C(=O)Nc2ccccc2[N+](=O)[O-])ccc1OCc1cccc2ccccc12	1	.	6
COc1cc(C2C(N3C(=O)c4ccccc4C3=O)C(=O)N2c2cccc(C)c2)cc(OC)c1OC (centres undefined)	0	.	32
CCOC(=O)c1c(C)[nH]c(C=Nc2ccccc2)c1O	1	.	13
CN=C1S/C(=C\c2ccc(Sc3ccc(Cl)cc3)o2)C(=O)N1C	0	.	29
Brc1c(NC2=NCCN2)ccc2nccnc12	4	.	1
CCN(CC)CCN1C(=O)C(=O)/C(=C(/O)c2ccc(OC)cc2)C1c1cccs1 (centres undefined)	6	.	11
O=C(N/N=C/c1c(Nc2cccc(C(F)(F)F)c2)nc2ccccn2c1=O)c1ccccc1	2	.	2
Cc1ccc2nc3c(cc(C#N)c(=O)n3CC3CCCO3)c(=O)n2c1 (centres undefined)	-2	.	9
CNc1nc2c(c(=O)[nH]c(=O)n2C)n1CCOC	6	.	19
CCC(=O)N1CCN(c2ccc(NC(=O)c3ccc(-c4ccccc4)cc3)cc2)CC1	-3	.	2
O=C(NCCc1c[nH]c2ccccc12)[C@@H]1C[C@H]1[C@@H](NP(=O)(c1ccccc1)c1ccccc1)c1ccccc1	3	.	16
CCCOc1ccc(/C(O)=C2/C(=O)C(=O)N(CCCN3CCOCC3)C2c2ccncc2)cc1 (centres undefined)	-2	.	28
O=c1[nH]c(-c2ccc(Cl)cc2)nc2c1cnn2-c1ccccc1	-6	.	17

Some of the entries so far, bar-delimited:
Compound | SARS 3CLpro inh | Rv3671c inh | DUSP3 inh
O=C(CCCSc1nnnn1-c1ccccc1)c1ccc(F)cc1 | 2 | . | 16
CCOCCOC(=O)COc1ccc(N2C(=O)c3ccccc3C2=O)cc1 | -4 | . | 28
Cc1ccccc1-c1nnc(NC(=O)c2cc3ccccc3oc2=O)s1 | 1 | . | 0
COc1cc(-c2nnc(CSc3nc4ccccc4s3)o2)cc(OC)c1OC | -8 | . | -5
N#C/C(=C\c1sc(N2CCOCC2)nc1-c1ccccc1)C(=O)Nc1cccc2ccccc12 | 5 | . | 5
COc1ccc(CCn2c(=O)[nH]c3cc(C(=O)NCCc4ccccc4)ccc3c2=O)cc1OC | 2 | . | 30
COc1c(N2CCN(C(=S)Nc3ccccc3)C(C)C2)c(F)cc2c(=O)c(C(=O)O)cn(C3CC3)c12 (centres undefined) | -2 | . | 32
COC(=O)C1=C(C)N=c2s/c(=C3\C(=O)Nc4ccccc43)c(=O)n2C1c1ccccc1 (centres undefined) | -3 | . | 18
CCOc1cc(/C=C(\C#N)C(=O)Nc2ccccc2[N+](=O)[O-])ccc1OCc1cccc2ccccc12 | 1 | . | 6
COc1cc(C2C(N3C(=O)c4ccccc4C3=O)C(=O)N2c2cccc(C)c2)cc(OC)c1OC (centres undefined) | 0 | . | 32
CCOC(=O)c1c(C)[nH]c(C=Nc2ccccc2)c1O | 1 | . | 13
CN=C1S/C(=C\c2ccc(Sc3ccc(Cl)cc3)o2)C(=O)N1C | 0 | . | 29
Brc1c(NC2=NCCN2)ccc2nccnc12 | 4 | . | 1
CCN(CC)CCN1C(=O)C(=O)/C(=C(/O)c2ccc(OC)cc2)C1c1cccs1 (centres undefined) | 6 | . | 11
O=C(N/N=C/c1c(Nc2cccc(C(F)(F)F)c2)nc2ccccn2c1=O)c1ccccc1 | 2 | . | 2
Cc1ccc2nc3c(cc(C#N)c(=O)n3CC3CCCO3)c(=O)n2c1 (centres undefined) | -2 | . | 9
CNc1nc2c(c(=O)[nH]c(=O)n2C)n1CCOC | 6 | . | 19
CCC(=O)N1CCN(c2ccc(NC(=O)c3ccc(-c4ccccc4)cc3)cc2)CC1 | -3 | . | 2
O=C(NCCc1c[nH]c2ccccc12)[C@@H]1C[C@H]1[C@@H](NP(=O)(c1ccccc1)c1ccccc1)c1ccccc1 | 3 | . | 16
CCCOc1ccc(/C(O)=C2/C(=O)C(=O)N(CCCN3CCOCC3)C2c2ccncc2)cc1 (centres undefined) | -2 | . | 28
O=c1[nH]c(-c2ccc(Cl)cc2)nc2c1cnn2-c1ccccc1 | -6 | . | 17

Further results follow.
SMILES	SARS 3CLpro inh	Rv3671c inh	DUSP3 inh
CC1(c2ccc([N+](=O)[O-])cc2)CC(C)(C)N(C(=O)c2ccccc2)c2ccccc21 (centres undefined)	-1	.	-6
CN(C=O)CP(=O)(O)CN1CCCCC1	5	.	6
CN1CCN(c2c(F)cc3c(=O)c(C(=O)O)cn(CCF)c3c2F)CC1	0	.	16
Cc1nc2cc(-c3ccccc3)nn2c(C)c1CCC(=O)N1CCN(c2ccccn2)CC1	-2	.	-9
c1ccc2c(N3CCCCC3)nnc(N3CCCCC3)c2c1	-9	.	15
N#Cc1c2c(c(N3CCN(c4ccccn4)CC3)n3c1nc1ccccc13)CCC2	-1	.	40
CCn1c(C)nc2cc(C(=O)n3cc(C(=O)c4ccccc4O)cn3)ccc21	-4	.	10
CC(C)Sc1n[nH]c2nc3c(c(=O)n12)C1(CCCC1)Cc1ccccc1-3	1	.	-5
COC(=O)C(C#N)c1nc2ccccc2nc1N1CCN(Cc2ccc3c(c2)OCO3)CC1 (centres undefined)	.	-15	28
CCN1C(=O)NC(=O)/C(=C\c2cn(CC(=O)O)c3ccccc23)C1=O	-2	-13	.
Cc1cccc(N2CCN(C(=O)c3ccc4c(c3)NC(=O)C(CSCc3cccc(F)c3)N4)CC2)c1C (centres undefined)	4	-18	-19
Cc1[nH]nc2nc3c(c(OC(=O)c4ccccc4)c12)c(=O)n(C)c(=O)n3C	2	-2	21
CC1CCc2sc(C(=O)OC(C)C(=O)Nc3ncc(Cl)cc3Cl)cc2C1 (centres undefined)	2	-3	5
CCCCn1c(=O)c(CCC(=O)OCC(=O)Nc2ccc(C)c(Cl)c2)nc2ccccc21	1	-4	17
CC(=O)OC[C@H]1O[C@@H](O/N=C/C[C@@H]2C=C[C@H](OC(C)=O)[C@@H](COC(C)=O)O2)[C@H](OC(C)=O)[C@@H](OC(C)=O)[C@@H]1OC(C)=O	3	6	16
COc1ccc(-c2cc(OC(=O)c3ccc(F)cc3)c3c(C)oc(C)c3c(=O)c2)cc1	-2	3	10
CC(=O)c1cnc(Nc2nc(C)c3ccccc3n2)nc1C	7	-1	-11
CC(=O)N1c2ccc(N=Cc3cc(Br)cc(Br)c3O)cc2CC1C (centres undefined)	2	7	26
Cc1nc(NC(=O)c2ccccc2)sc1-c1csc(Nc2cccc(F)c2)n1	2	-14	20
CCOCC(=O)Nc1c(C)n(C)n(-c2ccccc2)c1=O	2	7	22
Cc1cc(C)c2[nH]c(O)c(N=NC(=O)c3cc4c(s3)CCCC4)c2c1	2	-1	5
COc1ccc(NC(=O)CCl)cn1	2	-21	1
CCN(CC)C(=O)c1sc(NC(=O)c2ccc(OC)c([N+](=O)[O-])c2)c(C#N)c1C	6	9	18
CCNC(=S)N/N=C/c1sccc1C	2	-3	-5
Cc1ccc2c(c1)SC1=NC(c3ccccc3)(C(F)(F)F)NC(=O)N12 (centres undefined)	-1	-13	24

Three structures out of the list, sorted by molecular weight, lowest first.
SMILES	SARS 3CLpro inh	Rv3671c inh	DUSP3 inh
COc1ccc(NC(=O)CCl)cn1	2	-21	1
CC(=O)c1cnc(Nc2nc(C)c3ccccc3n2)nc1C	7	-1	-11
CCN1C(=O)NC(=O)/C(=C\c2cn(CC(=O)O)c3ccccc23)C1=O	-2	-13	.

(continued)
SMILES	SARS 3CLpro inh	Rv3671c inh	DUSP3 inh
CCc1ccc(S(=O)(=O)/N=C2\C=CC(=O)c3ccccc32)cc1	0	-93	10
CC(C)N(C(=S)NC1CCCCC1)c1ccccc1	-2	0	-2
COc1ccc(C(=O)Oc2ccc(C(=S)N3CCCC3)cc2)cc1OC	-4	-1	-7
Cc1ccc2nc(NC(=O)C3CCCN(S(=O)(=O)c4cccc5nonc45)C3)sc2c1 (centres undefined)	6	-108	4
COc1cccc(C2C(C(C)=O)=C(O)C(=O)N2CCNCCO)c1 (centres undefined)	2	-1	22
Cn1c(N)c(C(=O)COC(=O)c2ccc(S(=O)(=O)N3CCCCC3)cc2)c(=O)n(C)c1=O	-2	8	15
CCn1nc(C)c(/C=C2\CCCC3=C2OC(N)=C(C#N)C3c2c(C)nn(CC)c2C)c1C (centres undefined)	-5	1	22
CC(=O)Cc1nnn(-c2cc(C)on2)n1	-8	8	5
Cc1sc2ncnc(SCC(=O)c3ccc(Cl)s3)c2c1C	-1	-7	-15
COc1ccc2cc(/C=N/NC(=O)CN(c3ccccc3)S(=O)(=O)c3ccccc3)c(Cl)nc2c1	-1	0	11
CC1=NNC(=O)C1C(c1ccccc1)C1C(=O)NN=C1C (centres undefined)	-2	-13	14
CC(=O)Nc1ccc(OS(=O)(=O)c2ccc(C(C)(C)C)cc2)cc1	1	-2	34
O=C(CCl)c1ccc2c(c1)CCN2C(=O)C1CC1	-1	2	-5
CC(=O)OC[C@H]1O[C@H](C/C=N/OC[C@@H](O)[C@H]2O[C@@H]3OC(C)(C)O[C@@H]3[C@H]2O)C=C[C@@H]1OC(C)=O	0	0	20
CCN1C(=O)/C(=c2\s/c(=C3\Sc4ccccc4N3C)c(=O)n2C)N(C)C1=S	4	8	13
Fc1ccccc1/C=N/Nc1nc(-c2ccccn2)nc2ccccc12	-5	4	-4
Cc1cc(C(=O)NCC23CC4CC(CC(C4)C2)C3)c(C)o1	-2	4	49
CCOC(=O)N1CCC(NC(=O)c2ccc3c(c2)sc2nc(-c4ccc(OC)cc4)cn23)CC1	-1	1	18
COC(=O)[C@@H]1CC[C@H](C)[C@@H](c2ccc(C)cc2)N1C(=O)c1ccc(/C=N/O[C@@H](C)c2cn([C@H](CO)Cc3ccccc3)nn2)cc1	1	-7	-7
Clc1cc(Cl)cc(C2=NCCC(c3ccccc3)O2)c1 (centres undefined)	-3	-2	-26
C=CCc1cccc([C@@H]2[C@@H](C)CC[C@H]3C(=O)N4[C@@H](c5cc(OC)c(OC)c(OC)c5)c5[nH]c6ccccc6c5C[C@H]4C(=O)N23)c1	2	-14	4
COC(=O)C1=C(C)N(Cc2ccco2)C(=O)N[C@@H]1c1cccc(C(F)(F)F)c1	5	-4	-4
CCc1ccc(-c2cc(C(=O)NCCCn3ccnc3)c3ccccc3n2)s1	-4	-6	31
CCN1CCC[C@H]1CNC(=O)c1cc(S(N)(=O)=O)ccc1OC	1	1	3
Nc1nc2nc(SCC(=O)N3CCCc4ccccc43)[nH]c2c(=O)[nH]1	2	-7	32
(further entries)
SMILES	SARS 3CLpro inh	Rv3671c inh	DUSP3 inh
O=c1oc2cc([N+](=O)[O-])ccc2nc1/C=C(O)/C=C/c1ccccc1	3	7	-4
Cc1ccccc1C1C(C#N)=C2NC(=O)c3c(sc4c3CCCCC4)N2C2=C1C(=O)CC(C)(C)C2 (centres undefined)	1	3	23
COc1ccc(NC(=S)Nc2ccc(C)c(S(=O)(=O)N3CCCCC3)c2)cc1	5	-11	-10
CCOc1ccc(C2C=C(c3ccccc3)Nc3ncnn32)cc1 (centres undefined)	0	-8	14
COc1cccc(C(=O)NN2CC(O)=C(c3nc4ccccc4n3C)C2=N)c1	-1	2	5
COC(=O)[C@@]1(Cc2ccc(F)cc2)[C@H]2c3cc(C(=O)N4CCCC4)n(CCc4ccc(O)c(O)c4)c3C[C@H]2CN1C(=O)c1ccccc1	6	-2	11
COC(=O)c1c(N2C(=O)[C@H]3[C@@H](C2=O)[C@]2(C(=O)Nc4ccc(C)cc42)N2CCC[C@@H]32)sc(C)c1C	2	-11	16
Cc1csc(NC(=O)c2ccc(C(=O)Nc3nc(C)cs3)cc2)n1	-3	-1	32
Cc1nn(-c2ccccc2)c(Cl)c1/C=N/NC(=O)c1ccc(NS(=O)(=O)c2cccs2)cc1	-2	-38	29
CN(C)c1ccc(/C=N/NC(=O)c2ccc(CN3C(=O)c4cccc5cccc3c45)cc2)cc1	5	3	8
